# mIAP inh: inhibitors of mouse IAP, primary screen, biochemical, luminescence, uHTS. intestinal alkaline phosphatase [Mus musculus]. purified mouse IAP, CDP-Star luminescence, 30 min. inhibition, % at 10 µM. hit rate 0.2% among 330,000;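 active = inhibition of at least 40% at 10 µM in the primary screen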;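 note: plate controls were DMSO with enzyme for no effect and no enzyme wells for full effect; values of inactives mirror those of a sister screen read the other way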
# hIAP act: human IAP activators, primary screen, biochemical, luminescence, uHTS | activation factor at 10 µM | Intestinal-type alkaline phosphatase (Homo sapiens), P09923 | AID 2524, 2010 | purified human IAP, CDP-Star luminescence, 30 min; active compounds read high; 1 = vehicle-only enzyme, 0 = enzyme-free background | hit rate 0.16% among 330,000;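 active = activation factor of the enzyme at least 2-fold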; note: the source names both 10 and 20 µM as test concentration; values of inactives mirror those of a sister screen read the other way
# Target sequence (P09923 whole entry, looked up): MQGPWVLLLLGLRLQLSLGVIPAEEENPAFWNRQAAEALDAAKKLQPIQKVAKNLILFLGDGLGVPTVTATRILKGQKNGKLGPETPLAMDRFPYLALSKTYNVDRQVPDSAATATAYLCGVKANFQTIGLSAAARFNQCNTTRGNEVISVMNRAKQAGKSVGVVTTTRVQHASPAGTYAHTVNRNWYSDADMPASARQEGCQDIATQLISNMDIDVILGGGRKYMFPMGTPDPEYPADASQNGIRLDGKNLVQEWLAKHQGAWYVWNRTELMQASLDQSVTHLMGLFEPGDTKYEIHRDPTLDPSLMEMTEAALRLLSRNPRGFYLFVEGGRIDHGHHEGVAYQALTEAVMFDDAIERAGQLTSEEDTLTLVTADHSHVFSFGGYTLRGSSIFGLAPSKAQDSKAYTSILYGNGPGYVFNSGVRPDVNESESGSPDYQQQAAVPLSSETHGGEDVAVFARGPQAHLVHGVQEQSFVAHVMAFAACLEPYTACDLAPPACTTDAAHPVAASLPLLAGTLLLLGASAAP
# NALP3 yeast inh: NALP3 inflammasome inhibitors in reconstituted yeast, primary screen, luminescence, uHTS | inhibition, % at 10 µM | Yeast reconstituted NLRP3/ASC/caspase-1, beta-gal luminescence, 24 h | hit rate 0.39% among 330,000;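 active = inhibition of 50% or more; inactive = inhibition below 50%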;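 note: plate controls were induced DMSO wells for no effect and uninduced yeast grown without galactose for full effect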
# Apaf1 inhib: inhibitors of human Apaf-1 apoptosome, primary screen, biochemical, DEVD-Rh110 fluorescence, uHTS. Apoptotic protease-activating factor 1 (Homo sapiens), O14727. inhibition, % at 20 µM. reconstituted apoptosome caspase-3 activity. AID 489030, 2010. hit rate 0.71% among 330,000; active = inhibition of at least 40% at 20 µM;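 note: plate controls were DMSO wells for no effect and DEVD-CHO caspase inhibitor wells for full effect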
#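 Material: reconstituted apoptosome with Apaf-1, cytochrome c, caspase-9, procaspase-3, dATP. Technique: Rh110 fluorescence intensity. Buffer or medium: pH 7.5 Hepes buffer with CHAPS, BSA, DTT. Times: 30 min plus 50 min, RT.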
# hIAP inh: human IAP inhibitors, primary screen, biochemical, luminescence, uHTS. purified IAP, CDP-Star luminescence, 30 min. AID 2544, 2010. inhibition, % at 10 µM. Intestinal-type alkaline phosphatase (Homo sapiens), P09923. hit rate 0.12% among 330,000;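 active = inhibition reaching a set limit with compound at 10 µM in the primary screen, cut at about 35% in these data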;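 note: plate controls were DMSO wells with enzyme for no effect and no-enzyme buffer wells for full effect; values of inactives mirror those of a sister screen read the other way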
# TIM10 inh: growth inhibitors of isogenic TIM10 control yeast, primary screen, counter-screen for tim10-1 yeast inhibitor project, luminescence, uHTS; S. cerevisiae TIM10 strain growth, BacTiter-Glo luminescence, 24 h; inhibition, % at 10 µM; hit rate 1.4% among 330,000; AID 463195, 2010;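 active = inhibition of 40% or more at the single tested concentration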;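 note: wild-type TIM10 isogenic control strain grown at permissive 25 °C; 0% = DMSO yeast wells and 100% = minimal medium wells without yeast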
# tim10-1 inh: growth inhibitors of tim10-1 mutant yeast, primary screen, luminescence, uHTS; S. cerevisiae tim10-1 ts strain growth, BacTiter-Glo, 24 h; inhibition, % at 20 µM; hit rate 2.2% among 330,000; AID 463190, 2010;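 active = inhibition of at least 40%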;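 note: mutant grown at 25 °C; 0% = DMSO wells with yeast and 100% = wells holding no yeast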
# ATG4B inhibitor: ATG4B protease inhibitors, primary screen, biochemical, fluorescence, uHTS; hit rate 0.51% among 340,000; Cysteine protease ATG4B (Homo sapiens), Q9Y4P1; ATG4B cleavage of LC3-PLA2, NBD-HPC fluorescence, 1 h; inhibition, % at 8.33 µM; in the data active = inhibition above about 40%
# Target sequence (Q9Y4P1 whole entry, looked up): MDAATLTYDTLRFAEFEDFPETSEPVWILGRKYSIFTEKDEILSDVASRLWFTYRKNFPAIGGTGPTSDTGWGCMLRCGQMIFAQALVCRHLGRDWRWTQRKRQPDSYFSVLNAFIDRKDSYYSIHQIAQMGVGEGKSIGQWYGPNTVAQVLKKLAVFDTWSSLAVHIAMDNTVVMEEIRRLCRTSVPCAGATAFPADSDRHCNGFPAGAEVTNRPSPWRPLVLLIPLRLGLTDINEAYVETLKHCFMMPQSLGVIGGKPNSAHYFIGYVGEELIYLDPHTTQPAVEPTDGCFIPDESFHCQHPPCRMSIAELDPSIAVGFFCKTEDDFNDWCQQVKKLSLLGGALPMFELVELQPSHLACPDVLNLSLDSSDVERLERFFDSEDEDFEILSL
# mIAP act: activators of mouse IAP, primary screen, biochemical, luminescence, uHTS; muIAP, CDP-Star luminescence, 30 min; active compounds read high; 1 = vehicle-only enzyme signal, 0 = enzyme-free wells; activation factor at 10 µM; AID 2805, 2010; hit rate 0.24% among 330,000;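 active = activation factor of at least 2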; note: the source names both 10 and 20 µM as test concentration; values of inactives mirror those of a sister screen read the other way
#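 Assay system: mouse IAP enzyme / Compound: DMSO-dissolved test compounds / Timing: 30 min, room temperature / Measured by: luminescence from enzymatic CDP-Star hydrolysis / Control set: DMSO-only wells, enzyme-free buffer wells as negative control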
# Numbers without * were called inactive.
SMILES,mIAP inh,hIAP act,NALP3 yeast inh,Apaf1 inhib,hIAP inh,TIM10 inh,tim10-1 inh,ATG4B inhibitor,mIAP act
COc1ccc(CCNC(=O)CSc2ccccn2)cc1,-3,0.92,10,-10,8,7,15,-3,1
COc1ccc(Nc2ncnc3c2cnn3Cc2ccccc2)cc1,-7,0.9,11,-9,10,29,46*,-19,1.1
O=C(NCCN1CCCC1)c1ccc2c(c1)N(Cc1ccccc1)C(=O)c1ccccc1S2(=O)=O,11,1.3,12,3,-26,-6,2,-5,0.89
CCCCNC(=O)COC(=O)c1ccc(NC(C)=O)cc1,-3,0.94,-1,-1,6,2,1,-2,1
C=CCn1c(SCc2cc(C(C)=O)ccc2OCC)nc2ccccc2c1=O,2,1.1,17,2,-14,12,27,50*,0.98
COc1cccc(C(=O)OCC(=O)N2CCc3ccccc32)c1OC,2,1,17,4,0,9,5,-3,0.98
CCN(C(=O)COC(=O)c1ccccc1SCC(=O)NC1CCCCCCC1)C1CCS(=O)(=O)C1 (centres undefined),-7,1,-1,16,-3,7,20,-15,1.1
CCN(CC)c1ccc(/C=N/N2CCN(c3ccccc3OC)CC2)cc1,3,1.2,19,6,-21,10,6,6,0.97
Cc1ccc(NC(=O)C(C)SCc2nc3sc4c(c3c(=O)[nH]2)CCCC4)nc1 (centres undefined),13,1.1,5,9,-5,6,1,5,0.87
CCOC(=O)c1sc(=NC(=O)COc2ccccc2)n(C)c1C,-5,1,5,-5,-4,-5,25,2,1
C=CCNC(=O)/C(=C\c1cccc([N+](=O)[O-])c1)NC(=O)c1ccccc1,1,1,18,-5,-2,3,1,-10,0.99
Fc1cccc(NC(=S)NCc2ccccn2)c1,0,1.1,-3,-1,-8,0,31,0,1
O=C1NCCOC(=O)[C@@H](Cc2ccc(F)cc2)CC/C=C/C[C@@H]1CC(=O)N(CCO)Cc1ccccc1,9,1,2,2,-1,7,5,-6,0.91
COc1ccc(C(=O)OCC(=O)NCC2CCCCC2)c(OC)c1,3,1.1,26,8,-9,2,8,-4,0.97
COc1cc(/C=C2/N=C(c3ccccc3F)OC2=O)cc(Cl)c1OS(C)(=O)=O,5,0.87,17,-15,13,5,13,-1,0.95
CCOC(=O)c1sc2nc(C)nc(Nc3ccccc3)c2c1C,10,0.97,14,-1,3,-5,-2,7,0.9
CN(c1ccccc1)S(=O)(=O)c1ccc(C(=O)NCC2CCCO2)cc1 (centres undefined),-8,1.2,0,9,-16,6,14,-8,1.1
CN(C(=O)CSc1nc2ccccc2s1)c1c(N)n(Cc2ccccc2)c(=O)[nH]c1=O,7,1.1,4,1,-10,-2,5,-9,0.93
Cn1c(SCc2cccc(Br)c2)nnc1-c1ccncc1,0,1.1,25,4,-10,-1,3,1,1
Cc1c(Cl)cccc1NC(=O)NCc1ccc(F)cc1,-11,1,-1,-16,0,8,15,27,1.1
CCCn1c2ccccc2c2cnn(CC(=O)NC3CCN(Cc4ccccc4)CC3)c(=O)c21,-6,1,14,13,-2,1,15,-3,1.1
CC1CCCC(NC(=O)CN2C(=O)NC(c3ccccc3)(c3ccccc3)C2=O)C1C (centres undefined),-3,0.97,12,16,3,28,18,2,1
CC(C)N1CCC2(CC1)Oc1ccc(Br)cc1C1CC(c3cccnc3)=NN12 (centres undefined),-1,0.92,22,9,8,7,20,-8,1
COc1ccccc1N(CC(=O)NCc1ccco1)S(C)(=O)=O,-4,0.81,10,-5,20,-11,-3,-1,1
COc1ccc(N2CCN(C(CNC(=O)C(=O)NCc3cccnc3)c3ccco3)CC2)cc1 (centres undefined),-9,1.3,7,-9,-27,-11,-13,-8,1.1
COc1ccccc1Nc1nc2cc(C)ccc2cc1C#N,5,1,-5,-1,-3,-5,7,-3,0.95
c1ccc2c(c1)[nH]c1nc3nncn3nc12,6,1.1,10,6,-14,-4,-9,-1,0.94
O=C(Nc1ccc(N2CCOCC2)c(Cl)c1)c1cccnc1,-1,1.1,6,3,-6,-2,-10,-2,1
Cc1ccc(-c2csc3ncnc(N4CCc5ccccc5C4)c23)cc1,2,0.84,3,-1,16,8,14,-19,0.98
O=C(NCCN1CCCCCC1)c1ccc(CS(=O)(=O)c2ccc(Br)cc2)o1,4,0.98,13,32,2,-1,-7,0,0.96
O=C(CSc1nc2c(sc3ccccc32)c(=O)n1Cc1ccco1)NCC1CCCO1 (centres undefined),20,1,10,15,-3,9,14,-3,0.8
O=C(COC(=O)C1CC(O)CN1S(=O)(=O)c1ccc(Cl)cc1)c1ccccc1 (centres undefined),-9,0.92,1,1,8,-29,-15,-11,1.1
C/C(=N\NC(=O)CSc1nc(C)cc(C)n1)c1cccs1,7,0.96,-8,-7,4,0,16,-6,0.93
CCS(=O)(=O)Nc1ccc(C(=O)CC2(O)C(=O)Nc3ccc(Br)cc32)cc1 (centres undefined),-8,1.3,18,2,-31,-8,-2,-16,1.1
COc1cc(C(C2C(=O)CC(C)(C)CC2=O)C2C(=O)CC(C)(C)CC2=O)ccc1O,2,1.1,-7,12,-12,13,34,-6,0.98
COc1cccc(N2CCN(CC(=O)NCc3cccs3)CC2)c1,-3,1.1,-7,13,-6,-4,20,-4,1
Cc1nc(SCC(=O)N2CCNC2=O)c2ccccc2n1,11,1.1,-17,-5,-13,-3,5,-3,0.89
CCCCn1c(N)c(N(CCOC)C(=O)c2ccc3c(c2)C(=O)N(c2ccccc2Cl)C3=O)c(=O)[nH]c1=O,7,0.94,14,0,6,4,-9,4,0.93
COc1ccc(Cn2c(=S)[nH]c3cc(OC)c(OC)cc3c2=O)cc1,9,1,12,-20,-2,-24,-3,-1,0.91
Cn1c(=O)c2cc(S(=O)(=O)N3CCOCC3)ccc2n(C)c1=O,9,0.97,12,-8,3,13,0,6,0.91

# 4 compounds already listed, ordered by count of non-hydrogen atoms, rising.
SMILES,mIAP inh,hIAP act,NALP3 yeast inh,Apaf1 inhib,hIAP inh,TIM10 inh,tim10-1 inh,ATG4B inhibitor,mIAP act
Cn1c(=O)c2cc(S(=O)(=O)N3CCOCC3)ccc2n(C)c1=O,9,0.97,12,-8,3,13,0,6,0.91
COc1cccc(N2CCN(CC(=O)NCc3cccs3)CC2)c1,-3,1.1,-7,13,-6,-4,20,-4,1
COc1ccc(Cn2c(=S)[nH]c3cc(OC)c(OC)cc3c2=O)cc1,9,1,12,-20,-2,-24,-3,-1,0.91
COc1cc(C(C2C(=O)CC(C)(C)CC2=O)C2C(=O)CC(C)(C)CC2=O)ccc1O,2,1.1,-7,12,-12,13,34,-6,0.98

# (cont.)
SMILES,mIAP inh,hIAP act,NALP3 yeast inh,Apaf1 inhib,hIAP inh,TIM10 inh,tim10-1 inh,ATG4B inhibitor,mIAP act
NC(=O)CSc1nnc2ccc(-c3ccc(F)cc3)nn12,-8,0.92,0,-16,8,7,7,-1,1.1
COC1CCCN(C(=O)c2ccc3oc(Cc4ccc(Cl)cc4)nc3c2)C1 (centres undefined),1,1,10,14,0,15,24,-4,0.99
COc1ccc(NC(=O)OCCn2c([N+](=O)[O-])cnc2C)cc1,-12,1.3,3,-4,-26,-5,9,-3,1.1
CC(NC(=O)CN(C)S(=O)(=O)c1cnc[nH]1)c1ccccc1 (centres undefined),9,0.84,14,-6,16,12,-1,-4,0.91
CCN(CC)C(=O)COc1ccc2oc(-c3ccco3)cc(=O)c2c1,0,0.91,7,6,9,-8,29,-9,0.99
COC(=O)C1=C(C)N(C(C)C)C(=O)C1(NC(=O)C1CCCCC1)C(F)(F)F (centres undefined),7,0.98,-8,1,2,-3,18,-3,0.93
COc1cccc(-c2cc(C(=O)N3CCOCC3)no2)c1,-11,1.1,12,5,-10,-12,-4,11,1.1
CC(C)c1ccc(C(=O)NNC(=O)c2ccncc2)cc1,-4,0.98,19,13,2,2,-4,-2,1
COc1ccc(NC(=O)C2CCN(S(C)(=O)=O)CC2)cc1OC,-1,1.1,21,1,-6,-8,-23,-10,1
COc1ccc(NC(=S)N(CCCN2CCCC2)Cc2ccco2)cc1,5,0.94,8,-17,6,3,4,-9,0.95
CC(=NCc1ccco1)C1=C(O)c2ccccc2C1=O,-6,1.1,29,-7,-7,37,34,10,1.1
O=c1c2[nH]c3ccc(F)cc3c2ncn1C1CCCCC1,-7,1.2,32,6,-22,10,21,2,1.1
Brc1ccccc1C1CC(c2ccccc2)=Nc2ccccc2N1 (centres undefined),-6,0.99,-40,14,1,17,10,22,1.1
COC(=O)Cc1c(C)c2ccc(OCC(=O)N3CCC(C)CC3)c(C)c2oc1=O,-2,1.1,11,12,-11,4,18,5,1
CCOc1ccc(S(=O)(=O)N2CCOCC2)cc1NC(=O)CN1C(=O)NC(CC)(c2ccccc2)C1=O (centres undefined),1,1.4,17,-6,-40,3,4,-2,0.99
CC1(C)Cc2nc3nc(SCC(=O)NCCc4ccccc4)n(-c4ccccc4)c(=O)c3cc2CO1,7,1.2,-5,-8,-18,3,16,-4,0.93
Cc1nc(N2CCOCC2)c2c(C)c(C(=O)Nc3ccccc3Cl)sc2n1,0,1.1,5,5,-8,-9,-3,9,1
CC(C)N(CCCNC(=O)C1CCN(S(=O)(=O)N2CCOCC2)CC1)Cc1ccccc1,-2,1.1,8,1,-11,-12,7,-2,1
COc1ccc(C(=O)Nc2nc3ccc4nc(C)sc4c3s2)cc1,3,0.96,48,2,4,3,-18,-4,0.97
O=C(CSc1nccn1-c1ccccc1)N1CCc2ccccc21,-1,0.98,11,13,2,0,29,19,1
Cc1ccc(OCCNC(=O)c2cc(=O)[nH]c3ccccc23)cc1,5,0.98,8,1,2,2,5,-6,0.95
OC(COc1ccccc1Cl)CN1CCN(CC(O)COc2ccccc2Cl)CC1 (centres undefined),7,1,27,27,-2,6,3,-4,0.93
C=CC[C@@H](CC(=O)N[C@H](CO)Cc1ccccc1)C(=O)N[C@H](COC(=O)[C@@H](CC=C)Cc1ccc(F)cc1)Cc1ccccc1,-10,1.1,22,16,-7,3,4,-9,1.1
CC(c1ccon1)N(C)C(=O)c1ccc2nc(Cc3cccc(Cl)c3)oc2c1 (centres undefined),4,0.97,12,12,3,17,32,-2,0.95
O=[N+]([O-])c1cccc(/C=N\N2CCN(c3ccc(Cl)cc3)CC2)c1,-4,1.1,20,8,-6,-23,-15,7,1
COc1ccccc1CC(=O)NCCc1ccccc1,-2,0.76,17,-11,24,-1,4,-1,1
COCCN1C(=O)c2oc3c(C)cc(C)cc3c(=O)c2C1c1cccc(O)c1 (centres undefined),-3,0.99,6,5,1,-2,2,-28,1
C=CCNc1nc(C(=O)OCC(=O)NCc2ccccc2OC)cs1,-2,0.96,8,10,4,0,5,3,1
COc1cccc(CNC(=O)CCC2CCCN(C(=O)c3ccc(C)nc3)C2)c1 (centres undefined),-7,0.96,-2,-3,4,-21,9,-6,1.1
COc1ccc(-c2nnc(SCC(=O)N3CCOCC3)o2)cc1,1,0.97,-2,4,3,-4,13,6,0.99
CC(=O)c1ccc(OCC(=O)NCC2(N3CCCCC3)CCCCC2)cc1,8,0.9,8,-22,10,-2,-6,-9,0.92

# Screening data (PubChem BioAssay)
